Autophagy mod – modulators of autophagy; AID 463193; 0.98% of 190,000 active; MEF GFP-LC3 puncta imaging; test concentration mostly 10 µM; calls only at 10 µM (by protocol);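 active = percentage of spot-positive cells more than 3 SD above its plate mean, without a fluorescence outlier flag or 80% toxicity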;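 also: spot-positive cell cutoff set from DMSO-treated cells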
Dynein cargo inh – blocks dynein driven cargo transport along microtubules | 0.47% of 220,000 active | z-score, hits read low | 3617.4 mouse cells, GR-EGFP nuclear translocation imaging; test concentration mostly 20 µM; stimulated with dexamethasone, 1 µM; stronger effect = lower value;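 active = plate z-score of nuclear minus cytoplasmic receptor signal below a set negative limit, without overly bright fluorescence or cell loss, cut at about -3.5 in these data, passing the limit was not always enough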;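 also: z-score of nuclear minus cytoplasmic ring GR-EGFP intensity difference per well; some compounds called inactive have numbers as strong as hits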
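Buffer or medium: tet-free medium with charcoal-stripped serum / Also added: dexamethasone agonist, 1.0 µM final, for 30 min / Timing: induction 48 h, compound 1 h, agonist 30 min / Measured by: high-content fluorescence imaging after fixation / Read-out: nuclear-to-cytoplasmic GR-EGFP distribution per well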
Lipid droplet – modulators of hepatic lipid droplet formation; AML12 mouse hepatocytes, oleate lipid droplets, BODIPY imaging; inhibition, % at 6.5 µM; 0.4% of 240,000 active; AID 1656;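 active = lipid droplet intensity inhibited by at least 50%, with more than 500 cells counted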
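Material – mouse AML12 hepatocyte cell line, fixed after treatment · Compound dosing – one dose, 6.5 µM compound · Times – compound with oleate, overnight · Measured by – Image-based BODIPY and DAPI two-channel analysis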
Yfh1-depleted yeast – enhancers of respiration in Yfh1-depleted yeast, dose response, Friedreich's ataxia, plus single-dose screen (AID 1465). S. cerevisiae Yfh1-off respiration, WST-1 reduction, 72 h; higher fold induction means a stronger effect. fold induction at 50 µM; hits with a dose series show EC50 in µM. 0.074% of 220,000 active;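 active = fold induction of absorbance versus untreated yeast above a set limit, then at least 30% activation at any dose in follow-up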;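 also: activators that raise dye reduction in frataxin-depleted yeast; strong numbers were not always called active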
MT stabilize HCS – microtubule stabilization, imaging screen; HeLa tubulin immunostaining HCS, 24 h; share of cells brighter than vehicle mean+2SD; % tubulin-high responders, % at 10 µM; 0.83% of 200,000 active;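 active = plate Z-score above 3 for both tubulin-high and condensed-nucleus cell shares, with cell loss under 80%, at 10 µM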;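 also: anti alpha tubulin signal scored within the nucleus-defined area of each cell; some results filed as inactive read as strong as hits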
Insulin prom up – MIN6 insulin promoter up-regulation; MIN6 insulin promoter-GFP reporter, high-content imaging; stronger effect = higher value; 0.3% of 190,000 active; AID 1625; z-score at 5 µM;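 active = z-score above 3 at 5 µM with at least 500 cells counted in the well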
WT yeast gro inh – growth inhibition of WT yeast, mitochondrial fusion screen | mitochondrial fusion phenotypic screen, WT strain | inhibition, % at 10 µM | 2.1% of 190,000 active | AID 1362; in the data active = inhibition above about 58%; tested in S. cerevisiae
b-catenin transl – beta-catenin nuclear translocation modulation; HeLa beta-catenin nuclear translocation, immunofluorescence imaging; nuclear translocation activity, % at 5 µM; 0.3% of 190,000 active; AID 1665;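 active = nuclear translocation activity above 50% at 5 µM, with a well cell count of 50 or more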;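 also: per-cell ratio of nuclear to cytoplasmic median beta-catenin stain intensity; plate controls were DMSO negative control for no effect and GSK-3 inhibitor IX positive control for full effect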
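assay system = human HeLa cells, endogenous beta-catenin | times = compound treatment 24 h, 37°C, 5% CO2 | detection = Anti-beta-catenin immunofluorescence on PFA-fixed, Triton-permeabilized cells, DAPI nuclei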
NOD2 inhibition – NOD2 signaling inhibitors, cell-based, luminescence, uHTS, HEK293 (AID 1566); HEK293 NOD2/NF-kB luciferase reporter, luminescence; higher % means a stronger effect; 0.63% of 290,000 active; inhibition, % at 4 µM; hits with a dose series show EC50 in µM; in the data active = inhibition above about 50%; also: many of its hits are not listed in these tables
WT yeast gro inh mutant strain – recorded beside WT yeast gro inh, whose call it bears; inhibition, %; mitochondrial fusion phenotypic screen, mutant strain inhibition
Dynein cargo inh cytoplasmic EGFP – further read-out of Dynein cargo inh, marked with its call; z-score; measured here: cytoplasmic GR-EGFP intensity; stronger effect = higher value
Dynein cargo inh nuclear GR-EGFP – second read-out of Dynein cargo inh, no call of its own (marks repeat the call); z-score; measured here: nuclear GR-EGFP intensity;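 lower value marks the stronger effect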
Dynein cargo inh cell count – further read-out of Dynein cargo inh, marked with its call; z-score; measured here: cell count per field
Insulin prom up cell count – recorded beside Insulin prom up, whose call it bears; cell count; measured here: cytotoxicity, nuclei count;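 total cells summed across four imaged fields per well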
Lipid droplet cells 6.5 µM – recorded beside Lipid droplet, whose call it bears; cell count; measured here: cell count, cytotoxicity flag;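 cells counted across two imaged fields per well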
b-catenin transl cell count 5 µM – also measured in b-catenin transl; calls as there; cell count; measured here: cell count, cytotoxicity flag
MT stabilize HCS Hoechst-high % – also measured in MT stabilize HCS; calls as there; % Hoechst-high responders; measured here: nuclear condensation Hoechst responders;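 share of cells brighter than vehicle mean plus two SD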
MT stabilize HCS cytotoxicity % – further read-out of MT stabilize HCS, marked with its call; toxicity, %; measured here: cytotoxicity by cell density;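 0% = mean cell density of plate MIN control wells and 100% = no cells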
Autophagy mod cell loss 18 h – second read-out of Autophagy mod, no call of its own (marks repeat the call); toxicity, %; measured here: cell loss, nuclei count;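 cell loss after 18 h compound exposure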
Numbers without * were called inactive; i = inactive; . = not tested or not shown.

SMILES	Autophagy mod	Autophagy mod cell loss 18 h	Dynein cargo inh	Dynein cargo inh cytoplasmic EGFP	Dynein cargo inh nuclear GR-EGFP	Dynein cargo inh cell count	Lipid droplet	Lipid droplet cells 6.5 µM	Yfh1-depleted yeast	MT stabilize HCS	MT stabilize HCS Hoechst-high %	MT stabilize HCS cytotoxicity %	Insulin prom up	Insulin prom up cell count	WT yeast gro inh	WT yeast gro inh mutant strain	b-catenin transl	b-catenin transl cell count 5 µM	NOD2 inhibition
CC1CCc2sc(C(=O)N/N=C/c3ccc([N+](=O)[O-])cc3)cc2C1 (stereo not drawn)	i	6.5	-0.235	-0.143	-0.0839	0.323	11.2	678	i	1.9	1.9	2.4	-0.35	1425	16.6	15.3	0.2	1011	15.1%
CCn1c(Cc2cccn2C)nnc1SCC(=O)c1ccc(C)cc1	i	-3.7	-0.961	-0.183	-0.463	1.94	.	.	i	2.3	1.0	4.6	-1.26	1167	-3.5	-2.7	-0.7	1179	0.6%
CC(C(=O)Nc1ccccc1)c1ccc(-c2ccccc2)c(F)c1 (stereo not drawn)	i	3.3	-0.434	-0.169	0.0983	-0.107	13.7	773	i	1.8	1.2	4.7	.	.	8.1	13.5	.	.	17.3%
CCn1c(-c2ccccc2)c[nH]c1=S	i	2.0	-0.406	-0.199	-0.123	-0.278	.	.	i	3.5	1.8	1.4	-0.3	1410	-8.2	-1.6	1.5	1401	12.9%
COc1cccc(NC(=S)N(CCCN2CCOCC2)C(C)c2cc3cccc(OC)c3o2)c1 (stereo not drawn)	i	0.6	-0.42	-0.185	-0.444	0.476	28.3	732	i	2.2	1.4	1.6	-0.67	1176	14.9	-3.0	-0.6	1014	-3.7%
NC(=O)CN1CCOCCOCCN(CC(N)=O)CCOCC1	i	24.3	-0.315	0.325	0.308	0.134	6.1	783	i	1.8	1.6	7.5	0.15	897	.	.	5.0	1076	2.1%
CC(C)N(Cc1cc2ccccc2[nH]c1=O)C(=O)c1cccnc1	i	7.2	1.1	-0.0723	1.46	-1.11	.	.	i	4.8	3.0	9.0	-0.1	1340	4.7	16.9	-4.3	979	-7.2%
CC(C)c1ccc(/C=C/C(=O)NCCCc2ccccc2)cc1	i	-2.2	-0.0406	-0.226	-0.323	-0.901	-28.8	651	i	1.8	3.3	13.3	-0.05	1574	60.8*	41.8*	-1.8	1096	3.9%
COc1ccc(NC(=O)C2CCCN2C(=O)NC2CCCCC2)cc1OC (stereo not drawn)	i	5.0	0.218	-0.29	-0.0323	0.591	.	.	i	2.6	2.0	9.9	-0.5	1398	-8.5	-4.7	-6.8	939	1.3%
CCc1ccc(NC(=O)c2ccnc(C(C)(C)C)c2)cc1	i	0.3	0.186	-0.281	0.242	-0.0369	.	.	i	4.1	1.6	4.8	-0.16	1590	-40.2	4.5	-4.9	1381	9.8%
CCOC(=O)C1C(=O)OC(C)(C)C1C(C)C(=O)c1ccccc1 (stereo not drawn)	i	-13.6	0.323	-0.0664	0.342	0.0422	-0.6	746	i	2.0	1.9	7.8	0.13	794	-12.4	0.8	-0.2	1066	-5.1%
COc1cc(NC(=O)N[C@@H](Cc2ccccc2)C(=O)O)cc(OC)c1	i	-2.6	-0.465	-0.253	0.345	0.763	29.3	807	i	3.9	1.7	6.9	1.34	1140	-14.9	-14.2	1.5	497	-8.3%
COC(=O)c1cnc(Nc2cccc(C(F)(F)F)c2)c([N+](=O)[O-])c1	.	.	1.44	-0.0511	0.673	-0.338	-14.5	735	i	.	.	.	0.22	1040	.	.	0.4	1365	-2.9%
FC(F)(F)c1cccc(NC(=S)NC2CCCC2)c1	i	-3.4	-0.843	-0.319	-0.764	0.742	-2.5	661	i	2.6	2.3	8.1	1.09	1239	49.2	33.0	.	.	-17.5%
CS(=O)(=O)N1N=C(c2ccco2)CC1c1ccc(Cl)cc1 (stereo not drawn)	i	-7.4	-0.315	-0.272	-0.302	0.782	12.8	678	i	2.2	2.6	8.8	0.51	1576	-38.2	-5.4	-1.1	1037	9.8%
O=C1CCCC2=C1C(c1ccncc1)Nc1ccccc1N2 (stereo not drawn)	i	5.2	-0.974	-0.181	-0.268	0.358	-11.0	727	i	2.4	1.2	4.6	0.19	1012	-4.5	2.4	.	.	11.8%
CCOP(=O)(OCC)/C(=N/OC(=O)c1ccc(Cl)cc1Cl)C(N)=O	.	.	-1.59	-0.141	-0.735	0.0841	7.8	705	i	.	.	.	0.25	1374	.	.	-4.8	1231	28.1%
Cc1cc(N2CC(C)OC(C)C2)n2cc(-c3ccccc3)nc2n1 (stereo not drawn)	i	-1.4	0.271	-0.352	-0.445	0.386	16.5	693	i	1.1	2.1	6.6	-0.71	1408	-6.6	4.5	-3.0	1102	5.5%
CC1CCCN(C(=O)c2ccc(S(=O)(=O)N3CCC(c4nc5ccccc5s4)CC3)cc2)C1 (stereo not drawn)	i	0.1	-0.299	0.176	-0.466	1.75	.	.	i	2.7	1.9	2.7	.	.	.	.	.	.	.
O=C1CCN(S(=O)(=O)c2ccccc2)CCN1CCOCc1ccccc1	.	.	1.77	-0.722	0.77	-0.855	-0.3	712	i	.	.	.	0.84	510	.	.	1.4	1128	-0.5%
CCOc1ccc(N=c2cc(-c3ccc(OC)cc3)oc3ccccc23)cc1	i	28.0	0.0571	-0.165	-0.0972	-0.692	-2.9	656	i	5.1	2.0	3.2	-1.58	1279	73.0	75.3	-1.6	1135	16.8%
COc1ccc(OCCOC(=O)Nc2ccccc2)cc1	i	6.2	-0.137	0.212	-0.115	0.3	.	.	i	4.1	2.1	7.6	-0.79	966	11.4	15.0	-0.5	1145	-22.5%
Clc1ccc(-c2ncc3ccccn23)cc1	i	22.5	-0.379	-0.275	-0.135	0.445	-11.2	745	i	4.0	3.0	1.2	1.44	1558	7.0	4.7	1.3	1517	-76.6%
O=C(CSc1ccc([N+](=O)[O-])cn1)Nc1ccc2c(c1)OCCO2	i	-3.6	-0.544	0.271	0.512	-0.534	-10.6	599	i	2.1	1.9	4.9	-0.19	1485	19.6	15.5	-2.6	1147	-7.1%
c1ccc(-c2noc(-c3ccno3)n2)nc1	.	.	-0.664	-0.298	-0.528	1.23	9.2	678	i	.	.	.	1.59	1409	.	.	-3.1	1183	29.6%
CCn1nc(C)c(/C=N/NC(=O)Cn2nnc(N)n2)c1C	.	.	-0.00165	-0.228	0.503	-0.185	5.8	698	i	.	.	.	-0.13	1071	.	.	0.2	1300	5.8%
O=C1C2C(C(=O)N1/N=C/c1cccc([N+](=O)[O-])c1)C1C=CC2C12CC2 (stereo not drawn)	i	-8.2	0.416	-0.047	-0.0227	-0.203	1.0	715	i	2.8	2.5	6.6	-0.58	1208	-0.7	-16.4	.	.	-45.3%
Cc1cc(-c2ccc([N+](=O)[O-])cc2)nc2ccccc12	i	-4.6	1.24	-0.0765	0.554	-1.91	2.5	649	i	6.1	2.4	8.4	-0.44	1162	0.9	-23.9	0.3	948	-13.5%
COc1ccccc1NC(=O)CSc1nnc(C)o1	i	6.5	-0.453	-0.33	-0.356	1.29	.	.	i	3.2	2.0	5.7	1.31	1241	3.5	0.5	-2.5	903	19.5%
Cc1cc(/C=C(/C#N)c2nc3ccccc3[nH]2)c(C)n1-c1cc(C(=O)O)cc(C(=O)O)c1	i	-11.9	-0.765	-0.331	-0.836	1.71	-0.3	700	i	1.8	1.5	6.5	0.25	1271	2.6	-10.0	1.7	1091	2.5%

Copied from the list:
MT stabilize HCS cytotoxicity % with COc1ccc(OCCOC(=O)Nc2ccccc2)cc1 → 7.6
Lipid droplet cells 6.5 µM with CCOP(=O)(OCC)/C(=N/OC(=O)c1ccc(Cl)cc1Cl)C(N)=O → 705

The listing picks up, repeating the two entries before the break.
SMILES	Autophagy mod	Autophagy mod cell loss 18 h	Dynein cargo inh	Dynein cargo inh cytoplasmic EGFP	Dynein cargo inh nuclear GR-EGFP	Dynein cargo inh cell count	Lipid droplet	Lipid droplet cells 6.5 µM	Yfh1-depleted yeast	MT stabilize HCS	MT stabilize HCS Hoechst-high %	MT stabilize HCS cytotoxicity %	Insulin prom up	Insulin prom up cell count	WT yeast gro inh	WT yeast gro inh mutant strain	b-catenin transl	b-catenin transl cell count 5 µM	NOD2 inhibition
COc1ccccc1NC(=O)CSc1nnc(C)o1	i	6.5	-0.453	-0.33	-0.356	1.29	.	.	i	3.2	2.0	5.7	1.31	1241	3.5	0.5	-2.5	903	19.5%
Cc1cc(/C=C(/C#N)c2nc3ccccc3[nH]2)c(C)n1-c1cc(C(=O)O)cc(C(=O)O)c1	i	-11.9	-0.765	-0.331	-0.836	1.71	-0.3	700	i	1.8	1.5	6.5	0.25	1271	2.6	-10.0	1.7	1091	2.5%
CCC(C)n1c(SC(C)C#N)nc2ccccc2c1=O (stereo not drawn)	i	31.5	-0.0844	-0.223	-0.169	0.657	.	.	i	1.3	1.8	6.7	-0.1	1368	-1.4	-0.7	0.8	1125	24.1%
COCCNC(=O)CSc1ccccc1C(=O)NCC1CCCCC1	i	-7.1	0.151	-0.221	0.0482	-0.395	5.1	669	i	4.2	1.5	7.6	0.08	1344	-4.2	13.1	0.0	999	17.6%
Cc1cccc(N2CC(C(=O)O)CC2=O)c1 (stereo not drawn)	i	-4.8	-0.0509	0.662	0.462	1.02	-12.3	768	i	3.7	3.5	32.3	-0.19	1316	-11.1	5.8	-0.3	1190	5.3%
Cc1nc([N+](=O)[O-])c(Br)n1CC(=O)c1ccc(Br)cc1	i	1.6	-4.25*	1.38*	-2.22*	0.375*	6.1	775	i	2.0	1.4	24.6	0.01	940	33.7	22.1	.	.	8.7%
Cc1cc(-c2nnc3n2CCCCC3)c(C)n1-c1ccccc1	i	-4.7	0.0165	-0.229	0.414	-0.195	.	.	i	2.8	2.5	11.5	-0.17	1119	-3.8	3.1	-7.6	979	7.1%

High-throughput results: PubChem BioAssay, several laboratories

A portion of the library, so the mix of outcomes need not match the whole.
